Source: PubChem (The Scripps Research Institute Molecular Screening Center)
CHO-K1 Ca antag – counter-screen for M1 antagonists: effect in parental CHO-K1 cells | ATP-induced calcium, Fluo-8 fluorescence | inhibition, % at 3 µM | actives 0.6% (n = 360,000);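 active = inhibition above a per-plate cutoff, the plate's mean sample inhibition plus 3 SD, cut at about 24% in these data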;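 note: 0% = DMSO plus EC80 ATP and 100% = DMSO alone without ATP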
M4 antag – antagonists of human muscarinic M4 receptor (CHRM4); CHO-hM4 cells, ACh EC80, Fluo-8 calcium fluorescence; inhibition, % at 3 µM; actives 0.73% (n = 360,000);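 active = inhibition above its plate's cutoff, the mean inhibition of sample wells plus 3 SD, cut at about 27% in these data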;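 note: 0% = acetylcholine EC80 with DMSO and 100% = DMSO without agonist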
Target sequence (P08173 whole entry, looked up): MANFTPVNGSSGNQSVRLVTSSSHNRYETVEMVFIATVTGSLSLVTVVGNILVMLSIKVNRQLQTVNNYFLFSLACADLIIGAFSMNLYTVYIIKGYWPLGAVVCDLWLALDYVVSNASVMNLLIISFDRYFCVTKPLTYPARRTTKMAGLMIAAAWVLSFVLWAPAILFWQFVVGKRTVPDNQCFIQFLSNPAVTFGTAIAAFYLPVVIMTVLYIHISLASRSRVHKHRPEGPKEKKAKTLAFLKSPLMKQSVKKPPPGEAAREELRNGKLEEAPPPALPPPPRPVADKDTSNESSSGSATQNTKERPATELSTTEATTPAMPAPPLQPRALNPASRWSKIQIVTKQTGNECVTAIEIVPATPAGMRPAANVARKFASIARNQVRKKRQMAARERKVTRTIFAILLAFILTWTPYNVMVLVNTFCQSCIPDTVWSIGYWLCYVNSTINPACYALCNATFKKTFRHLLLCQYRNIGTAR
CHRM5 PAM – positive allosteric modulators of human muscarinic M5 receptor. P08912. CHO-K1 hM5, Fluo-8 calcium, ACh EC20 PAM; 0% = ACh EC20, 100% = ACh EC100. activation, % at 3 µM. actives 0.3% (n = 360,000). AID 624038;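 active = activation above the run cutoff, the mean activation of all test compounds plus 3 SD, cut at about 18% in these data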
Target sequence (P08912 whole entry, looked up): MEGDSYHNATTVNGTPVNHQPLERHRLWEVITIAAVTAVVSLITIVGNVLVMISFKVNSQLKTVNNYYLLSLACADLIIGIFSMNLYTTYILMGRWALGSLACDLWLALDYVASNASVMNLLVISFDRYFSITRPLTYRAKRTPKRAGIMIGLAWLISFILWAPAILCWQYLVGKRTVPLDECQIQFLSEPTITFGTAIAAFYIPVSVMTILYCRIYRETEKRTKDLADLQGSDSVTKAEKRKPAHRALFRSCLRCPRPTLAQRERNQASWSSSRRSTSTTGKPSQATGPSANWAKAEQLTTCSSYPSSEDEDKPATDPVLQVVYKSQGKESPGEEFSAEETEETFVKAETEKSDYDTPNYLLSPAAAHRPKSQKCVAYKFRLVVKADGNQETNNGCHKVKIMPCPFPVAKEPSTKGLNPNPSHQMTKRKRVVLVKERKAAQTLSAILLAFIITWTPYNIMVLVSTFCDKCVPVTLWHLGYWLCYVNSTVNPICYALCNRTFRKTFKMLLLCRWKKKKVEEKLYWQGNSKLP
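system = human M5 receptor in CHO-K1 cells | reagent = EC20 acetylcholine as agonist stimulus | compound dosing = single-point, 3 µM nominal | incubation = Fluo-8 loading 80 min at 37 °C plus 30 min room temperature | detection = Fluo-8 calcium dye fluorescence, kinetic read | benchmarks = low control EC20 acetylcholine (0%), high control EC100 acetylcholine (100%)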
CHRM5 antagonist – CHRM5 antagonism in calcium assay. P08912. CHO-hM5 cells, Fluo-8 calcium fluorescence, ACh EC80. inhibition, % at 3 µM. actives 0.59% (n = 360,000). AID 624040;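 active = inhibition above a per-plate cutoff, the mean of that plate's test compounds plus 3 SD, cut at about 27% in these data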;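 note: 0% = acetylcholine EC80 with DMSO and 100% = DMSO without agonist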
M4 ag – agonists of human muscarinic M4 receptor (CHRM4); activation, % at 3 µM; P08173; actives 0.14% (n = 360,000); CHO-K1 hM4/Gqi5, Fluo-8 calcium fluorescence; vehicle 0%, full acetylcholine response 100%; AID 624127;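 active = activation above the run mean over all test wells plus 3 SD, cut at about 32% in these data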;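 note: peak over basal fluorescence ratio per well then scaled between controls; 0% = DMSO wells and 100% = acetylcholine at EC100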
CHO-K1 Ca ag – counter-screen for M1 agonists: effect in parental CHO-K1 cells; activation, % at 3 µM; actives 0.48% (n = 360,000); AID 602248; Fluo-8 calcium fluorescence; scaled to maximal ATP response, vehicle zero; in the data active = activation above about 15%;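 note: untransfected CHO-K1 host cells lacking M1 receptor as counterscreen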
CHRM5 agonist – agonists of human muscarinic M5 receptor (CHRM5). P08912. CHO-K1 hM5 cells, Fluo-8 calcium fluorescence; 0% DMSO wells, 100% maximal acetylcholine response. activation, % at 3 µM. actives 0.19% (n = 360,000);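 active = activation above the run's mean over test compounds plus 3 SD, cut at about 23% in these data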;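 note: signal is peak over basal fluorescence ratio across the kinetic read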
M1 PAM parental – counter-screen for M1 PAMs: effect in parental CHO-K1 cells | ATP EC20, Fluo-8 calcium fluorescence; 0% at ATP EC20, 100% at ATP max | activation, % at 3 µM | actives 0.02% (n = 360,000);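 active = activation above the run cutoff, the mean activation of all test compounds plus 3 SD, cut at about 40% in these data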;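 note: peak over basal fluorescence ratio in a 140 s read after ATP addition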
M4 PAM – potentiates acetylcholine response at human M4 receptor. activation, % at 3 µM. actives 0.4% (n = 360,000). P08173. CHO-K1 hM4/Gqi5, Fluo-8 calcium fluorescence, ACh EC20; 0% = ACh EC20, 100% = maximal ACh;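 active = activation above its plate's cutoff, the mean activation of sample wells plus 3 SD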; note: some results filed as inactive read as strong as hits
* marks the source's active call; other numbers are inactive results; . = not tested or not shown. Compounds were not picked by outcome. About 2.7% of those tested had a hit in this group.

The line under a structure holds: CHO-K1 Ca antag	M4 antag	CHRM5 PAM	CHRM5 antagonist	M4 ag	CHO-K1 Ca ag	CHRM5 agonist	M1 PAM parental	M4 PAM
Cc1nnc(SCc2ccccc2F)n1NCc1cccs1
    -9	4	-5	-1	0	0.2	0	8	-6
COc1ccccc1OCC(=O)N(Cc1nnc(-c2ccccc2Cl)o1)C1CC1
    -8	-5	-1	4	3	1.9	3	16	2
Clc1ccc(Cl)c(OCc2cc(-c3ccccc3Cl)on2)c1
    -3	-9	2	-1	1	0.3	-2	11	18
CN1OC[C@@H]2CN(C(=O)C(C)(C)C)[C@H](c3cccc(-c4ccccc4)c3)C[C@@H]21
    -19	2	3	-1	1	0.9	-1	21	6
C=CCC1S/C(=N/N=C/c2cccs2)NC1=O (centres undefined)
    -5	2	-2	7	-1	-0.1	1	20	7
CCn1c(Cc2ccccc2)nnc1SCC(=O)Nc1cc(C)on1
    -15	-3	8	0	0	0.2	-1	15	1
CN1C(=O)[C@H]2[C@@H](/C=C/c3ccccc3)N3C(=O)CN(CCO)C(=O)[C@@]3(C)[C@H]2C1=O
    -9	-5	4	1	4	1.0	4	17	3
O=C(NCCc1ccc(Cl)cc1)C1CCCN(S(=O)(=O)N2CCCCCC2)C1 (centres undefined)
    -9	-17	-6	5	5	3.4	-2	18	2
Cc1cccc(NC(=O)COc2ccccc2)c1
    -5	10	-7	11	-1	0.2	-5	20	1
Cc1ccc(S(=O)(=O)CCc2nc3ccccc3n2CCC#N)cc1
    -9	0	-9	5	1	0.9	-1	7	3
Cc1cc2c(cc1S(=O)(=O)CCC(=O)N1CC(C)CC(C)C1)OCC(=O)N2 (centres undefined)
    13	3	-11	9	15	3.8	3	-8	-5
Cc1cc(C)c2nc(Nc3nc(-c4ccccc4)cc(=O)[nH]3)nc(C)c2c1
    -7	1	-8	19	1	0.7	-3	18	3
O=C(CCCCCN1C(=O)[C@@H]2Cc3ccccc3CN2C1=O)N[C@@H](Cc1ccc(O)cc1)C(=O)O
    10	-2	0	0	2	3.8	1	8	0
C=CCn1c(=O)c(C(=O)Nc2ccccc2C)c(O)c2ccccc21
    -9	-16	27*	-17	0	-0.1	8	12	-4
Cc1cc(C)n(C(=O)c2ccc(S(=O)(=O)NCC3CCCO3)cc2)n1 (centres undefined)
    13	20	2	7	2	0.9	-4	-8	8
Cc1ccc(OCCNC(=O)c2ccc(COc3ccccc3)o2)cc1
    -5	-7	2	-5	0	0.1	-3	8	1
CC(C)(C)c1cc(-c2nc(N)nc(N)n2)c(O)c(C(C)(C)C)c1
    -4	-1	24*	-13	0	-0.4	5	-7	10
Cc1cccc(NC(=S)N(CCN2CCOCC2)Cc2cc3cc4c(cc3[nH]c2=O)OCO4)c1
    -9	3	5	0	1	-0.1	2	9	1
COc1ccc(NC(=O)c2cc(-c3ccco3)on2)c(OC)c1
    -5	11	-4	17	0	0.0	-4	12	-12
CCCCC(=O)NC(=S)Nc1cccc(NC(=O)c2ccco2)c1
    -4	-6	1	-13	3	0.5	-3	7	0
Cc1cc(C(F)(F)F)c2c(=O)[nH]c(=O)n(Cc3ccccc3)c2n1
    -24	-5	-1	0	0	0.8	-2	30	6
COc1cccc2cc(C(=O)Nc3ccccc3C(=O)N3CCOCC3)oc12
    -5	-7	-13	6	9	3.9	4	5	-10
CC(=O)N[C@@H](Cc1c[nH]c2ccccc12)C(=O)NC1CC1
    -6	2	-1	10	0	1.8	-3	13	2
O=C(COC(=O)c1ccccc1Sc1ccc(C(F)(F)F)cc1[N+](=O)[O-])NC(=O)NC1CCCC1
    -5	-1	3	-4	-1	-0.1	0	15	-3
COCCNC(=O)C(=O)N/N=C(\C)CC(=O)Nc1ccc2c(c1)OCO2
    -8	-2	9	-9	0	-1.0	-1	10	8
O=c1[nH]c2cc3c(cc2cc1C(c1nnnn1CC1CCCO1)N1CCCC1)OCO3 (centres undefined)
    0	2	2	9	1	0.0	-1	-3	13
Cc1ccc(N(CC(=O)N/N=C/c2cccs2)S(C)(=O)=O)cc1Cl
    18	-6	-3	-5	1	-0.1	-2	-7	-3
Cc1cccc(C)c1NC(=O)CN(C)C(=O)c1cc([N+](=O)[O-])ccc1N1CCOCC1
    -6	-1	-1	1	1	0.9	-4	4	-3
CCOC(=O)CSC1=N/C(=C\c2ccc(OC)c(OC)c2)C(=O)N1C
    6	10	-4	-3	2	1.7	1	-12	-11
O=C(NCc1ccc(F)cc1)C1CCCN1C(=O)NCc1ccccc1 (centres undefined)
    0	2	6	4	0	0.4	-7	6	-4
C=CCN(CC=C)c1nc2ccccc2nc1C(C#N)C(=O)OC(C)C (centres undefined)
    -11	-9	8	-14	2	1.1	-3	16	3
Cc1ccc(NC(=O)C2CC(=O)N(Cc3ccccc3)C2)nc1 (centres undefined)
    12	-10	-6	5	1	-0.1	4	2	3
COC(=O)CNC(=O)CN1c2cccc3cccc(c23)S1(=O)=O
    -12	3	6	-2	1	0.3	-5	11	0
CSCCC(NC(=O)COc1cccc2ccccc12)C(=O)O (centres undefined)
    -7	7	-2	6	1	2.1	-1	-10	-6
O=C(CN1CCc2ccccc2C1)Nc1cccc(S(=O)(=O)N2CCCC2)c1
    -2	19	-14	17	21	7.9	-5	4	-21
CCOc1cccc(/C(O)=C2/C(=O)C(=O)N(Cc3cccnc3)C2c2ccco2)c1 (centres undefined)
    2	6	3	8	0	-0.1	-9	-5	-2
COC(=O)Nc1sc2c(c1C(N)=O)CCC(C)C2 (centres undefined)
    -23	0	13	-1	0	0.2	-3	9	7
Cc1ccc(NC(=O)COC(=O)C2=NNC(=O)CC2)c(Br)c1
    5	-12	7	1	1	-0.1	-3	-13	9
Cc1ccccc1C(=O)N1CCN(S(=O)(=O)c2ccccc2)CC1
    0	-3	-8	16	2	0.1	-6	-10	0
CCn1c(SCC(=O)Nc2nc3ccccc3s2)nnc1-c1ccc(OC)cc1
    -3	-3	8	5	1	-0.3	0	10	3

2 records drawn at random from those above, as already listed:
The line under a structure holds: CHO-K1 Ca antag	M4 antag	CHRM5 PAM	CHRM5 antagonist	M4 ag	CHO-K1 Ca ag	CHRM5 agonist	M1 PAM parental	M4 PAM
COC(=O)CNC(=O)CN1c2cccc3cccc(c23)S1(=O)=O
    -12	3	6	-2	1	0.3	-5	11	0
CCn1c(SCC(=O)Nc2nc3ccccc3s2)nnc1-c1ccc(OC)cc1
    -3	-3	8	5	1	-0.3	0	10	3

More entries follow:
The line under a structure holds: CHO-K1 Ca antag	M4 antag	CHRM5 PAM	CHRM5 antagonist	M4 ag	CHO-K1 Ca ag	CHRM5 agonist	M1 PAM parental	M4 PAM
COc1cc(C(=S)N2CCOCC2)ccc1OC(=O)c1ccccc1[N+](=O)[O-]
    -20	0	-6	7	8	6.4	0	25	-2
C[C@H]1CN([C@@H](C)CO)C(=O)CCCn2nncc2CO[C@@H]1CN(C)S(=O)(=O)c1ccccc1
    7	-9	8	-8	1	-0.5	2	2	2
COc1ccc(-c2csc(NC(=O)CC(NC(C)=O)c3ccccc3)n2)cc1OC (centres undefined)
    -3	-13	4	-15	4	2.5	1	14	5
COc1ccc(NS(=O)(=O)c2cc(NC(=O)CCNC(=O)c3ccco3)ccc2OC)cc1
    2	3	5	-9	0	1.9	3	-4	1
CCCCC(=O)NNC(=O)N1c2ccccc2Sc2ccccc21
    -18	-12	0	5	-1	0.2	-6	14	2
CN1CCN(S(=O)(=O)c2cccc(C(=O)Nc3ccccc3N3CCCCC3)c2)CC1
    2	-6	-1	9	0	0.7	-3	0	0
COc1ccc(N2CC(C(=O)N3CCc4ccccc43)CC2=O)cc1 (centres undefined)
    -4	-6	0	-3	2	0.6	-3	13	6
COc1ccc(CC(=O)Nc2nc3ccccc3s2)cc1S(=O)(=O)N1CCOCC1
    -5	0	-6	-1	8	3.0	7	16	-9
COC/C=C/C1=CC2=CC(=O)C(C)(OC(=O)c3cnc4ccccc4n3)C(=O)C2=CN1c1ccc(OC)cc1 (centres undefined)
    0	6	2	12	0	-0.3	5	11	2
C=CCn1c(SCc2cc(=O)n3ccsc3n2)nnc1C1CCCCC1
    -5	-4	1	2	0	0.6	-1	24	-6
COc1cc(NC(=O)CSc2c3c(nc4ccccc24)CCC3)cc(OC)c1OC
    -8	14	-2	1	3	3.4	2	19	0
N=C1c2ccccc2CN1NC(=O)c1cccc(S(=O)(=O)N2CCCC2)c1
    3	-7	0	3	0	2.6	1	4	0
Cc1cccc(C(=O)Nc2cc(Cl)ccc2-n2cncn2)c1[N+](=O)[O-]
    16	-6	6	-5	0	7.2	-5	-12	4
COc1cccc(OCCCN2CCN(S(=O)(=O)c3ccc(NC(C)=O)cc3)CC2)c1
    4	-10	-7	-2	14	11	9	3	-6
O=S(=O)(Nc1cccnc1)c1ccc2c(c1)OCCO2
    12	24	-3	-1	0	-0.2	-4	-3	-3
O=C(Nc1cc(Cl)ccc1N1CCOCC1)c1ccc(=O)[nH]c1
    2	0	4	10	1	-0.1	-2	-4	2
CCOC(=O)Cc1cc(=O)n2[nH]c(C)c(-c3ccc(Cl)cc3)c2n1
    -4	1	1	2	-2	-0.5	-2	-14	10
COc1ccc(NC(=O)CC2Oc3ccccc3NC2=O)cc1 (centres undefined)
    -6	-4	-10	-8	2	0.6	1	11	-3
CCCCC(=O)N(C)c1c(CC)nc2c(OCc3ccccc3C)cccn12
    -12	11	-3	12	-1	-0.6	-10	13	-7
O=C(CN1C(=O)NC2(CCCC2)C1=O)N1CCN(c2cccc(C(F)(F)F)c2)CC1
    -14	-7	-1	9	8	3.9	6	20	2
O=C1CCCC2=C1C(c1ccncc1)n1c(nc3ccccc31)N2 (centres undefined)
    0	1	-1	-5	1	0.3	-1	7	-2
CC(C)CCOCC(O)CCC(=O)NNC(=S)Nc1ccccc1 (centres undefined)
    0	2	-2	3	0	0.7	-3	21	2
COC(=O)[C@]12CCCCC=C1N(CCc1ccc(OC)c(OC)c1)C(=O)[C@H](CC(=O)N1CCSCC1)C2
    .	4	-13	9	18	.	6	.	-7
CSc1nsc(SC)c1NC(=O)N1CCCCC1
    6	9	-2	1	0	1.0	-4	16	2
Cc1cccc(NC(=O)Cn2cc(C(=O)c3ccco3)c3ccccc32)c1
    7	0	0	-1	3	1.6	1	-4	13
COc1ccc(-n2cnc3sc4c(c3c2=O)CCCC4)cc1
    -9	-7	-4	0	2	1.6	-1	21	-1
S=C(NC1CCCCC1)N1CCc2[nH]c3ccccc3c2C1
    -6	-2	-2	8	1	-0.1	-4	15	0
Cn1c(=O)c2c(nc(OCc3cccnc3)n2Cc2c(F)cccc2Cl)n(C)c1=O
    0	4	6	-1	0	0.1	-7	1	-4
Cc1ccc(CN2CCN(C(=O)/C=C/[C@H]3O[C@@H](n4cc(C)c(=O)[nH]c4=O)C[C@@H]3O)CC2)cc1
    -5	-11	9	-1	0	-0.2	3	9	15
CCCCCn1c(Sc2ncccn2)nc2c1c(=O)[nH]c(=O)n2C
    -9	-2	4	-4	0	0.7	-3	19	0
CCCCS(=O)(=O)NC1=NCN(CCOC(=O)c2ccccc2)CN1
    -14	9	2	-3	1	0.6	2	18	2
